Screening results: PubChem BioAssay, several laboratories
CHRM4 agonist: CHRM4 agonism in calcium assay; CHO-K1 hM4/Gqi5, Fluo-8 calcium fluorescence; vehicle 0%, full acetylcholine response 100%; activation, % at 3 µM; 0.14% of 360,000 active;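 active = activation above the run mean over all test wells plus 3 SD, cut at about 32% in these data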;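 note: peak over basal fluorescence ratio per well then scaled between controls; 0% = DMSO wells and 100% = acetylcholine at EC100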
Target sequence (P08173 whole entry, looked up): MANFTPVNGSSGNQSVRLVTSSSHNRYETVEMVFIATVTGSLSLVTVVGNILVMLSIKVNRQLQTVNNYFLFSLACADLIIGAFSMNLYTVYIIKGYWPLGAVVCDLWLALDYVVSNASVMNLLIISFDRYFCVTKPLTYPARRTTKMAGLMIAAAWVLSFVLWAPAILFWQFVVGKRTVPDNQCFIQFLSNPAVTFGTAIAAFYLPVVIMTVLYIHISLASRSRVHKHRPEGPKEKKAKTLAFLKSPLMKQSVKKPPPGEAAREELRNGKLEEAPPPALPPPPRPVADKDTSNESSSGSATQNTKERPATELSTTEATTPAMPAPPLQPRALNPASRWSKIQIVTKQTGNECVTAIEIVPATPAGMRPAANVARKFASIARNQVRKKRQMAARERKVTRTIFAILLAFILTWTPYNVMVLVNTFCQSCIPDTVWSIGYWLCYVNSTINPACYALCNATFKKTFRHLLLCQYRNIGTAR
CRFR2-BP ag: agonists of human CRF-binding protein/CRF-R2 receptor complex | 0.46% of 350,000 active | activation, % at 13.2 µM | HEK293 CRF-R2/CRF-BP, calcium dye fluorescence (FLIPR); percent of saturating CRF peptide response;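 active = activation of at least 50%, plus an integration ratio under a set limit after plate pattern correction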;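 note: plate controls were neutral control wells without compound for no effect and CRF at EC100 for full effect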
M5 antag: CHRM5 antagonism in calcium assay | P08912 | 0.59% of 360,000 active | AID 624040 | inhibition, % at 3 µM | CHO-hM5 cells, Fluo-8 calcium fluorescence, ACh EC80;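 active = inhibition above a per-plate cutoff, the mean of that plate's test compounds plus 3 SD, cut at about 27% in these data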;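 note: 0% = acetylcholine EC80 with DMSO and 100% = DMSO without agonist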
CHRM1 antagonist: human CHRM1 antagonism; P11229; CHO-K1 hM1, Fluo-8 calcium fluorescence, ACh EC80 antagonist; inhibition, % at 3 µM; 1.3% of 360,000 active; AID 588852;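 active = percent inhibition above its own plate's cutoff, namely the mean of that plate's compound wells plus 3 SD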;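 note: peak over basal fluorescence ratio during 140 s after agonist addition; 0% = ACh EC80 plus DMSO and 100% = DMSO alone without agonist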
Target sequence (P11229 whole entry, looked up): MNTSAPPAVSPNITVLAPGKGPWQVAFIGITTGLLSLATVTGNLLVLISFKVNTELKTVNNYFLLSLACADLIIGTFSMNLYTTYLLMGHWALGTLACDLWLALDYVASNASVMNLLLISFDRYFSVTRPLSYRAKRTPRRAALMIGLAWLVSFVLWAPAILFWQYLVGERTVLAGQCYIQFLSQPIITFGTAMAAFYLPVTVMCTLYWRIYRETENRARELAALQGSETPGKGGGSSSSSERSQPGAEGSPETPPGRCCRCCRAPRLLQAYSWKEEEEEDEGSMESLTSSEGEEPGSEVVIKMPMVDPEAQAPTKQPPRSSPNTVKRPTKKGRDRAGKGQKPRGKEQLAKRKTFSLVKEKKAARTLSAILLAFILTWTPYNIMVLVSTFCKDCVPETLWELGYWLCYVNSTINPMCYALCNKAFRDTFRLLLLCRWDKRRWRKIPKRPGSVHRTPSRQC
M5 ag: agonists of human muscarinic M5 receptor (CHRM5) | CHO-K1 hM5 cells, Fluo-8 calcium fluorescence; 0% DMSO wells, 100% maximal acetylcholine response | P08912 | 0.19% of 360,000 active | activation, % at 3 µM;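 active = activation above the run's mean over test compounds plus 3 SD, cut at about 23% in these data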;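 note: signal is peak over basal fluorescence ratio across the kinetic read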
CHRM4 antagonist: blocks acetylcholine activation of human M4 receptor; CHO-hM4 cells, ACh EC80, Fluo-8 calcium fluorescence; inhibition, % at 3 µM; 0.73% of 360,000 active; P08173;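 active = inhibition above its plate's cutoff, the mean inhibition of sample wells plus 3 SD, cut at about 27% in these data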;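 note: 0% = acetylcholine EC80 with DMSO and 100% = DMSO without agonist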
M4 PAM: CHRM4 positive allosteric modulation. activation, % at 3 µM. AID 624126. CHO-K1 hM4/Gqi5, Fluo-8 calcium fluorescence, ACh EC20; 0% = ACh EC20, 100% = maximal ACh. 0.4% of 360,000 active. P08173;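 active = activation above its plate's cutoff, the mean activation of sample wells plus 3 SD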; note: some results filed as inactive read as strong as hits
CHRM1 PAM: human CHRM1 positive allosteric modulation | P11229 | CHO-K1 hM1, Fluo-8 calcium fluorescence, ACh EC20; 0% = ACh EC20, 100% = maximal ACh | activation, % at 3 µM | 0.088% of 360,000 active | AID 588819; in the data active = activation above about 19%, passing the limit was not always enough
M5 PAM: potentiates acetylcholine response at human M5 receptor; CHO-K1 hM5, Fluo-8 calcium, ACh EC20 PAM; 0% = ACh EC20, 100% = ACh EC100; AID 624038; P08912; activation, % at 3 µM; 0.3% of 360,000 active;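 active = activation above the run cutoff, the mean activation of all test compounds plus 3 SD, cut at about 18% in these data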
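Replicates: One well per compound, no replicates | System: Human M5 receptor in CHO-K1 cells | Benchmarks: Low control EC20 acetylcholine (0%), high control EC100 acetylcholine (100%) | Probe or stimulus: Acetylcholine, EC20 level | Times: Fluo-8 loading 80 min at 37 °C plus 30 min room temperature | Signal: Intracellular calcium via Fluo-8 fluorescence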
* hit, by the source's call; x = not tested or not shown.

SMILES	CHRM4 agonist	CRFR2-BP ag	M5 antag	CHRM1 antagonist	M5 ag	CHRM4 antagonist	M4 PAM	CHRM1 PAM	M5 PAM
CC(=O)Nc1ccccc1C(=O)N1CCN(c2cccc(C)c2C)CC1	2.2	-0.7	-6.0	-4.4	-5.0	4.3	-6.0	7.5	-7.6
CC1(C(=O)Nc2ccc(Cl)c(Cl)c2)CCN1Cc1cc2ccccc2o1 (stereo not given)	-0.7	x	-3.5	-14.3	-0.3	-7.8	0.6	5.0	-0.6
CCCCNC(=O)[C@H]1C[C@H]1[C@@H](O)[C@H](CO)NC(=O)[C@H](Cc1ccccc1)NC(=O)OC(C)(C)C	1.5	0.2	8.0	-5.4	0.1	3.2	-4.5	3.5	-1.9
FC(F)(F)c1cccc(Cc2noc(CN3C[C@@H]4CCC[C@H]3C4)n2)c1	1.2	1.0	-4.1	1.2	-12.4	-1.2	-2.8	-1.7	2.0
COc1cc(C2=NOC(C(=O)Nc3cc(C)on3)C2)cc(OC)c1OC (stereo not given)	0.8	-1.2	12.0	-14.6	-0.5	-8.4	9.9	-2.0	-4.1
CN(C)CCOc1ncnc2c1oc1ccccc12	0.7	0.5	-2.8	6.4	-1.8	8.8	-2.4	-2.0	0.6
CCOC(=O)c1sc(=NC(=O)c2c(F)cccc2F)n(C)c1C	0.8	-1.3	11.1	-13.5	-1.8	15.7	-3.4	11.0	1.1
CCC(O)c1cc2c(cc1NC(=O)c1ccc(C)cc1)OCCO2 (stereo not given)	2.6	0.4	7.1	26.3*	1.5	4.0	-1.3	-14.3	-0.9
CSc1ccc(-c2nc3cnccn3c2Nc2ccc3c(c2)OCO3)cc1	1.5	-5.6	3.4	1.6	0.9	-5.8	3.2	2.3	-4.4
CCn1nc(NS(=O)(=O)c2ccc([N+](=O)[O-])cc2)c2cc3cccc(C)c3nc21	1.0	-1.4	5.7	-6.1	-3.2	3.4	-0.4	-0.3	-4.7
Cc1csc(CN(C)C(=O)CC2C(=O)NCCN2Cc2ccc(F)cc2Cl)n1 (stereo not given)	1.2	2.0	9.4	-6.1	-3.2	-4.7	-2.7	3.1	-5.6
COc1cc(C2NCCC(=O)C2(C)C)cc(OC)c1OC (stereo not given)	0.5	-2.7	12.4	-6.0	-2.4	2.4	2.0	3.1	-3.8
Cc1ccc(NC(=O)CN(C)C(=O)C(C)OC(=O)c2ccccc2NCCO)cc1 (stereo not given)	3.4	0.5	-1.0	-27.2	5.2	-13.1	16.8	27.5*	-4.3
CC1CCCCN1Cc1nc2c(c(=O)n(C)c(=O)n2C)n1CCc1ccccc1 (stereo not given)	0.0	-3.6	9.2	-0.8	-0.4	0.7	2.2	0.4	2.2
CCc1ccc(C(=O)COC(=O)c2cnc(C)cn2)cc1	0.8	-2.4	4.8	-7.0	-3.5	-8.5	0.1	3.5	-2.0
N=C(N)SCc1cccc2ccccc12	9.8	8.3	2.5	3.0	2.5	15.2	5.1	5.8	-3.3
Cc1cc(C)n2nc(SCc3nnc(SCCCCl)o3)nc2n1	2.2	-1.6	6.6	9.1	-2.5	32.0*	-14.0	-14.3	-6.5
O=C(O)c1ccc(CN2C(=O)c3ccc(Oc4ccc([N+](=O)[O-])cc4)cc3C2=O)cc1	1.1	-1.1	-3.1	-11.1	1.3	-0.7	-5.3	10.0	-1.1
C[C@H](NC(=O)c1nc[nH]c1C(=O)N1CCc2ccccc2C1)C(=O)OC(C)(C)C	8.2	-1.7	6.2	1.8	1.3	-6.8	1.1	-1.4	-12.8
CC1CN(c2ccc(C(F)(F)F)cc2[N+](=O)[O-])CCN1S(C)(=O)=O (stereo not given)	5.0	-1.0	2.4	2.0	0.3	-5.1	6.9	-1.7	-5.5
Cc1ccc(F)cc1C(=O)N1CCOCC1c1cc(C(=O)NCc2ccccc2)no1 (stereo not given)	6.0	x	0.9	-21.8	1.2	-13.1	5.5	13.6	2.2
Clc1ccc(-c2nnc(-c3ccccc3)c(N3CCSCC3)n2)cc1	-1.4	1.1	-9.9	-16.6	-7.3	-14.8	2.2	11.5	14.9
O=C(CN(c1ccc(F)cc1)S(=O)(=O)c1ccccc1)NC1CCCCCC1	1.0	0.0	-9.9	-9.8	-1.4	-1.2	1.5	-0.2	-0.2
CC(=O)Nc1cccc(NC(=O)C(=O)NCC(c2ccco2)N2CCc3ccccc32)c1 (stereo not given)	6.5	-0.2	2.9	17.9	4.9	-21.9	1.6	-9.7	-7.2
COc1ccc(C(=O)NNC(=O)Nc2ccc(C)cc2)cc1	-0.4	-0.3	10.1	-4.6	-2.4	3.3	2.8	6.5	-4.4
COC(=O)c1cc2c(cc1[N+](=O)[O-])OCO2	0.9	-1.0	-2.0	1.4	-5.1	5.9	-8.3	4.0	-1.5
CC(C)CC1C(=O)N(Cc2cn(CCC3OCCCO3)nn2)CCS(=O)(=O)N1Cc1ccc(-c2ccncc2)cc1 (stereo not given)	15.9	0.3	1.5	-12.7	2.6	-16.3	-5.2	2.9	-6.1
COCc1cc(C)nc(SCC(=O)Nc2ccccc2C)c1C#N	0.2	0.9	-2.6	-3.9	-7.0	-0.2	2.6	5.0	-3.2
COc1ccc(C(=O)CSc2nnc(CC(=O)Nc3ccccc3OC)n2C)cc1	2.0	-3.5	3.7	-2.2	3.2	-7.2	3.5	7.8	6.4
CC(=O)Nc1ccc(/C=N/NC(=O)c2cc3cc(C)ccc3nc2C)cc1	0.7	-1.8	-9.4	-3.8	-0.1	2.1	9.3	7.8	2.3
Cc1cc(C)c(/C=N/NC(=O)c2nnn(-c3nonc3N)c2CN2CCC(C)CC2)c(C)c1	-0.5	1.2	4.0	11.7	-2.8	8.3	-2.2	-6.1	-2.2
CCCCCCCCCCS(=O)(=O)N/N=C/c1ccc(O)cc1	3.1	1.9	2.1	-4.0	0.6	-4.5	0.1	4.9	-3.8
COc1ccccc1NC(=O)c1oc2ccccc2c1NC(=O)C1CC1	-0.7	2.1	13.8	4.6	-2.8	-5.6	-6.1	-6.2	-6.2
CCOCc1nnc(NC(=O)c2cc(Cl)ccc2OC)s1	1.4	-2.8	5.0	-18.6	-1.3	12.4	-4.5	1.8	-4.7
O=C(NCC1CCC(C(=O)O)CC1)c1cccnc1 (stereo not given)	0.9	-0.5	3.0	-2.1	2.8	-13.7	3.1	6.7	-0.1
Cc1ccc2nc3c(cc(C(=O)NCC4CCCO4)c(=N)n3CCCOC(C)C)c(=O)n2c1 (stereo not given)	1.1	3.3	12.2	5.9	-1.9	-11.0	0.6	-3.8	-1.2
CC(=O)Nc1nc(C)c(Oc2ccc(C)cc2)c(=O)[nH]1	0.0	1.0	3.5	-23.4	-2.1	2.3	6.6	13.2	4.5
CS(=O)(=O)N(CC(=O)NCCc1ccccc1)c1cccc([N+](=O)[O-])c1	2.1	-4.1	0.7	-8.6	1.8	-0.3	7.2	9.3	5.3
NC(=S)N/N=C1/CCSc2ccc3ccccc3c21	1.9	-0.4	-13.5	-10.4	-5.5	-19.6	11.3	10.4	-6.2
N#Cc1cc(-c2ccccc2)c[nH]c1=O	0.7	-1.0	-5.9	-10.8	-3.6	-19.9	2.8	6.4	1.6
COc1ccc(CN2C(=O)c3cccnc3C2=O)cc1S(=O)(=O)N(C)c1cccc(C)c1	7.5	-0.8	14.5	13.7	-4.6	-6.2	-5.8	-3.0	-7.3
Cc1ccc(C)c(OCc2cc(C(=O)N3CCN(c4ccccc4C)CC3C)no2)c1 (stereo not given)	0.7	5.2	4.5	-1.5	-4.1	-13.8	3.2	1.9	2.6
C/C(=N\NC(=O)Cc1ccccc1[N+](=O)[O-])c1cccnc1	2.1	0.5	1.5	-3.2	-2.0	-5.3	4.1	4.6	0.2
COc1ccc(NC(=O)C2CC(=O)N(c3ccccc3Cl)C2)c(OC)c1 (stereo not given)	2.4	0.8	-7.1	-4.4	-0.3	-1.3	6.0	14.8	4.5
Cc1cccc(Nc2nc(N)nc(CSc3nccc(C)n3)n2)c1	2.0	-5.2	4.5	-8.8	2.0	-3.8	0.1	3.6	-7.1

Only CRFR2-BP ag (two entries from above):
compound	CRFR2-BP ag
Cc1cc(C)c(/C=N/NC(=O)c2nnn(-c3nonc3N)c2CN2CCC(C)CC2)c(C)c1	1.2
CCCCCCCCCCS(=O)(=O)N/N=C/c1ccc(O)cc1	1.9

Filtered by structure, the entries above with a CF3 group (2)
SMILES	CHRM4 agonist	CRFR2-BP ag	M5 antag	CHRM1 antagonist	M5 ag	CHRM4 antagonist	M4 PAM	CHRM1 PAM	M5 PAM
FC(F)(F)c1cccc(Cc2noc(CN3C[C@@H]4CCC[C@H]3C4)n2)c1	1.2	1.0	-4.1	1.2	-12.4	-1.2	-2.8	-1.7	2.0
CC1CN(c2ccc(C(F)(F)F)cc2[N+](=O)[O-])CCN1S(C)(=O)=O (stereo not given)	5.0	-1.0	2.4	2.0	0.3	-5.1	6.9	-1.7	-5.5

Continued:
SMILES	CHRM4 agonist	CRFR2-BP ag	M5 antag	CHRM1 antagonist	M5 ag	CHRM4 antagonist	M4 PAM	CHRM1 PAM	M5 PAM
C=CCNc1sc(C(=O)C(C)(C)C)c(N)c1C#N	2.7	0.1	3.8	-6.2	2.5	1.7	4.4	4.6	-3.0
CN1C(=O)/C(=C/c2ccc(O)c([N+](=O)[O-])c2)NC1=S	0.0	-2.4	9.4	-1.6	-6.2	-5.8	5.8	2.9	1.7
COc1ccc(OC)c(NC(=O)CSc2nnnn2C2CCCC2)c1	6.2	-0.9	23.7	-0.8	-0.9	4.6	-3.2	2.5	-9.7
Cc1ccc(CNC(=O)COC(=O)c2cc3c(s2)CCC(C)C3)cc1 (stereo not given)	0.9	5.4	5.0	-8.1	-5.1	-7.7	8.7	3.4	2.6
CCCOC(=O)c1ccc(NC(=O)C(=O)NCCN(CC)CC)cc1	2.4	-0.1	2.3	-3.8	-6.5	-0.8	0.2	11.5	0.0
O=C(ONC(=O)C1CCCCC1C(=O)NOC(=O)c1ccccc1)c1ccccc1 (stereo not given)	1.4	-1.3	13.7	-6.8	-2.5	-3.9	2.0	3.8	7.2
O=C(COc1cccc2ccccc12)N1c2ccccc2CCc2ccccc21	-0.1	0.4	-4.5	-7.8	-8.7	2.6	-10.9	5.7	-29.3
Cn1nc(C(F)(F)F)c(-c2cccc(C(F)(F)F)c2)c1NC(=O)c1nccnc1C(=O)O	0.1	2.8	-8.7	-24.3	-0.1	-0.7	-3.7	14.3	10.1
COc1cc(/C=N/NC(=O)CCC(=O)Nc2ccc(C)cc2)ccc1O	0.8	-2.2	-0.6	-5.2	-6.0	7.8	-1.0	4.0	-0.7
C[C@@H]1CN([C@@H](C)CO)C(=O)CCCn2nncc2CO[C@H]1CN(C)C(=O)c1ccccc1	0.5	-2.0	-0.7	-12.2	0.5	-5.9	6.0	9.4	5.8
COc1ccc(CCN(C)C(=O)CSc2nnc(C3CC3)n2N)cc1OC	0.1	0.3	-9.9	-0.7	-1.5	-0.4	0.9	-0.9	4.7
CCN(CC(=O)Nc1ccccc1C(F)(F)F)C(=O)CCOc1ccccc1C	8.0	0.5	3.4	-12.3	0.4	-23.1	5.1	3.0	-7.2
O=C(Nc1sc2c(c1C(=O)O)CCCCC2)c1cccs1	-1.2	-1.6	7.0	4.5	-9.8	-0.8	1.7	9.5	3.9
O=C(NCc1ccccc1)C(=O)Nc1nc(-c2ccccc2)cs1	2.0	-0.1	21.5	-10.0	-2.0	8.8	4.9	5.2	-3.8

No enrichment for hits; overall some 2.8% were active at least once.
